Assay outcomes from PubChem.
CHT inh – inhibitors of human choline transporter CHT; 310,000 tested, 0.86% active; Q9GZV3; B-score at 10 µM; CHT-expressing cells, membrane potential dye, choline response; stronger effect = lower value;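 active = B-score over 3 SD under the library average, and starting fluorescence ratio not unusually high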;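 note: choline stimulus applied at its EC90 after an EC20 pre-addition; B-score computed on integrated fluorescence ratio after choline addition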
KCNQ2 inh – KCNQ2 potassium channel inhibitors, primary screen, cell-based, CHO-K1, FluxOR thallium flux, B-score (AID 2156). O88943. 20 min; stronger effect = lower value. B-score at 10 µM. 310,000 tested, 1.1% active;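 active = fluorescence ratio B-score at most minus 3 library SDs, with starting brightness B-score within 2 library SDs, cut at about -5.5 in these data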
Target sequence (O88943 whole entry, looked up): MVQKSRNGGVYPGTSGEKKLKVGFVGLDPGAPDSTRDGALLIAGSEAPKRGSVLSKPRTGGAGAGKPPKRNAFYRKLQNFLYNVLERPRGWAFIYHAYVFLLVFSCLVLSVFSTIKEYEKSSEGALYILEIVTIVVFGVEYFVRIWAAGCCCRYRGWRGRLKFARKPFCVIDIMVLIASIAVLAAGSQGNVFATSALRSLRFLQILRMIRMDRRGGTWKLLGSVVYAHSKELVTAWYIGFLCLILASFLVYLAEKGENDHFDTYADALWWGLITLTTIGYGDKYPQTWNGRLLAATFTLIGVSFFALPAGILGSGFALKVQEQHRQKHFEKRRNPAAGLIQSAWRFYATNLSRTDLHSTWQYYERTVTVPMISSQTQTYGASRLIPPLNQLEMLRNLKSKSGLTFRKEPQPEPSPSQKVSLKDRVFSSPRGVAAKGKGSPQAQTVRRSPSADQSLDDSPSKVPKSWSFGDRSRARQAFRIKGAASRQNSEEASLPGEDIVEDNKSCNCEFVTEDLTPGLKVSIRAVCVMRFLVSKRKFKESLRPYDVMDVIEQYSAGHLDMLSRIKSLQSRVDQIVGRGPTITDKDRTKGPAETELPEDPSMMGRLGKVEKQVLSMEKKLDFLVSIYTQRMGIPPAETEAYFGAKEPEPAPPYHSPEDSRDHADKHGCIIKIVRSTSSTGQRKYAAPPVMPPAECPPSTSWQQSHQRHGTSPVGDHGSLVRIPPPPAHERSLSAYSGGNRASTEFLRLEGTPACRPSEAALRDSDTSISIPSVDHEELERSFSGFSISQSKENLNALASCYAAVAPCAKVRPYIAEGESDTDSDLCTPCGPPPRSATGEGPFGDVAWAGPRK
Kir21 inh – inhibitors of mouse Kir2.1 inward-rectifier potassium channel. 310,000 tested, 0.85% active. HEK293-Kir2.1, FluxOR thallium flux fluorescence; stronger effect = lower value. P35561. B-score at 10 µM;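 active = fluorescence ratio B-score at or below minus 3 SD of library scores, with starting-brightness B-score within 2 SD, cut at about -4.2 in these data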;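 note: channel flux triggered by added potassium and thallium sulfate stimulus; B-score of peak minus minimum fluorescence over baseline after thallium stimulus; more negative B-score means stronger Kir2.1 block with less thallium influx; some compounds called inactive have numbers as strong as hits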
* hit, by the source's call; i = inactive; . = not tested or not shown.

CHT inh	KCNQ2 inh	Kir21 inh	SMILES
i	i	1.8	Cc1ccc(NC(=O)CCc2c(C)nc3ncnn3c2C)cc1
i	i	1.1	Cc1ccc(NC(=S)NCCN2CCOCC2)cc1
i	i	1.9	C[N+]1(C2CCC3CCC2C3O)CCCC1 (stereo unspecified)
i	i	-0.42	Cn1nc(-c2ccccc2)c(C(=O)NC(C(=O)O)c2ccccc2)c1Cl (stereo unspecified)
i	i	-0.02	Cc1ccc2oc(=O)cc(CN3CCC(C)CC3)c2c1
i	i	0	CNc1c(NS(=O)(=O)c2ccc3c(c2)CCCC3)c(=O)oc2ccccc12
i	i	0.95	CCCCc1nc2cc(C(=O)N3CCC(OC)CC3)ccc2o1
i	i	-2	O=C(C1CCN(Cc2cc(Cl)ccc2O)CC1)N1CCN(Cc2ccccc2)CC1
i	i	-1.2	Cc1ccc(C)c(C(=O)OCC(=O)N(C)c2ccccc2)c1
i	i	0.07	Cc1ccsc1/C=N/NC(=O)c1ccc([N+](=O)[O-])cc1
i	i	0.88	CCOC(=O)c1sc(NC(=O)Nc2ccccc2Cl)cc1C
i	i	0.15	Cc1ccc(C)c(OCCC(=O)OCC(=O)N(C)c2c(N)n(Cc3ccccc3)c(=O)[nH]c2=O)c1
i	i	-0.28	O=C(CC(Nc1ccccc1)C(=O)O)c1ccccc1 (stereo unspecified)
i	i	-0.37	COc1ccccc1/C=C1\SC(N2CCC(C)CC2)=NC1=O
i	i	-1.2	Cn1c(N)c(C(=O)c2ccccc2)c(=O)n(C)c1=O
i	i	0.92	NNC(=O)c1oc2nc(-c3ccccc3)cc(-c3ccco3)c2c1N
i	i	-0.54	Cc1cccc(-n2nnnc2-c2cnccc2C(F)(F)F)c1C
i	i	0.13	CCCCC(=O)Nc1ccc(NC(=S)NC(=O)CCCCl)cc1OC
i	i	-0.26	Cn1/c(=N/NC(=O)c2ccccc2F)sc2ccccc21
i	i	-0.11	COc1ccc(C(=O)c2c(O)cc(-c3ccc(OC)cc3)oc2=O)cc1
i	i	1.9	COc1cc2c(cc1OC)C(c1cccc([N+](=O)[O-])c1)=NCC2
i	i	-0.81	COc1ccc(NC(=O)CC(C(=O)O)C(C)c2ccccc2)cc1 (stereo unspecified)
i	i	-0.7	O=C(COc1ccc2ccccc2c1)NN1C(=O)c2ccccc2C1=O
i	i	-1.2	COCCNC(=O)CSc1cc(=O)n(C)c2cc(Cl)ccc12
i	i	0.57	COc1cc(/C=N/NC(=O)CC#N)ccc1Oc1nc(Cl)ncc1F
i	i	0.02	C=CCOc1ccc(/C=C(\C#N)C(=O)Nc2ccccn2)cc1
i	i	-0.13	O=C1c2ccccc2NC(c2cn[nH]c2-c2ccc(Cl)cc2)N1O (stereo unspecified)
i	i	1.6	C=CCn1c(=NC(=O)C2COc3ccccc3O2)sc2cccc(OC)c21 (stereo unspecified)
i	i	0	COc1cccc(C2CC(C(F)(F)F)n3ncc(C(=O)NCC4CCCO4)c3N2)c1 (stereo unspecified)
i	i	0.22	Cc1ccc(-c2nnc(SCC(=O)N3CCN(c4ccccc4)CC3)o2)cc1

Grouped by structure: the entries above with a nitro group on carbon.
CHT inh	KCNQ2 inh	Kir21 inh	SMILES
i	i	0.07	Cc1ccsc1/C=N/NC(=O)c1ccc([N+](=O)[O-])cc1
i	i	1.9	COc1cc2c(cc1OC)C(c1cccc([N+](=O)[O-])c1)=NCC2

3 entries out of the list, ordered by SMILES length, falling:
CHT inh	KCNQ2 inh	Kir21 inh	SMILES
i	i	0	COc1cccc(C2CC(C(F)(F)F)n3ncc(C(=O)NCC4CCCO4)c3N2)c1 (stereo unspecified)
i	i	0.57	COc1cc(/C=N/NC(=O)CC#N)ccc1Oc1nc(Cl)ncc1F
i	i	0.02	C=CCOc1ccc(/C=C(\C#N)C(=O)Nc2ccccn2)cc1

Remaining list, next part
CHT inh	KCNQ2 inh	Kir21 inh	SMILES
i	i	0.06	Cc1cccc(N2C(=O)Cc3ccccc3C2=O)c1
i	i	1.5	CCOC(=O)CN1C(=O)C(=O)c2cccc(C)c21
i	i	0.04	CCCNC(=O)[C@H](Cc1c[nH]c2ccccc12)NC(=O)c1ccccc1Cl
i	i	0.08	CP(=O)(Nc1cc(Cl)ccc1Cl)c1nc2c(s1)CCCC2 (stereo unspecified)
i	i	0.05	COc1ccccc1C(=O)NCC(=O)N1CCN(S(=O)(=O)c2ccc3c(c2)OCCO3)CC1
i	i	0.6	COc1ccc(CNC(=O)C2C3C=CC4(CN(Cc5cccnc5)C(=O)C24)O3)cc1 (stereo unspecified)
i	i	-0.08	O=C(N/N=C/c1ccc[nH]1)c1ccc2c(c1)OCO2
i	i	-2.6	CCN(CC)c1ccc(/C=N/Nc2nc(C)cc(C)n2)c(O)c1
i	i	-1.3	CN(C)c1ccc(/C=C2\CCCCC2=O)cc1
i	i	-0.44	COc1ccc(OC)c(CC(NC(C)=O)C(=O)NC2CCN(c3c(Cc4ccccc4)c(C)nc4ncnn34)CC2)c1 (stereo unspecified)
i	i	1.8	COc1ccccc1NC(=O)c1ccc(NC(=O)CSc2nncn2C)cc1
i	i	0.06	CCO[C@@H]1OC(C(=O)NC2CC2)=C[C@H](C2CCCCC2)[C@H]1CCCO
i	i	0.96	Cc1ccc(N2CCN(CCc3nc4cc(NC(=O)c5ccco5)ccc4n3C)CC2)cc1
i	i	-0.02	CC(OC(=O)CN(C)S(=O)(=O)c1ccc(Cl)cc1)C(=O)Nc1cccc(Cl)c1 (stereo unspecified)
i	i	-0.97	CCC(CO)NCc1ccc(Br)cc1 (stereo unspecified)
i	i	-1.1	CC(=O)Nc1ccc(NC(=O)Cn2ccc([N+](=O)[O-])n2)cc1
i	i	0.04	CCOC(=O)C1(CCOc2ccccc2)CCN(Cc2ccc(O)c(OCC)c2)CC1
i	i	-0.5	Cc1cc(C)c(C#N)c(Nc2ccccc2F)n1
i	i	1.9	Cn1cccc1C1C=C(c2ccc(C(C)(C)C)cc2)Nc2ncnn21 (stereo unspecified)
i	i	0.21	O=C(Cn1nc(CNc2ccc(Br)cc2)[n+]2c1CCCCC2)c1ccc([N+](=O)[O-])cc1
i	i	1	CCN(CC)c1ccc(C=Nc2ccccc2C)c(O)c1
i	i	0	COc1ccc(-c2cc(-c3cc(C)ccc3O)[nH]n2)cc1
.	i	-0.93	Cc1cc(C(=O)CSc2nnc(Nc3ccccc3F)s2)c(C)n1CC1CCCO1 (stereo unspecified)
i	i	0.67	CCOC(=O)c1c(C)c(C(=O)NCCc2ccccc2)c(C)n1C
i	i	-0.93	COc1ccc(-c2ccc(OC)c([C@H]3[C@H]4C=CC[C@@H](C)[C@@H]4C(=O)N3Cc3ccccc3)c2)cc1OC
i	i	-1.2	Cc1nc2cc3ccccc3cc2n1C
i	i	-0.08	Cc1ccc(C(=O)NCCNC(=O)COc2ccccc2Cl)cn1
i	i	-5.4*	COc1cccc(CC2(CO)CCCN(Cc3c(C)cc(C)cc3-n3cccn3)C2)c1 (stereo unspecified)
i	i	0.65	CCOC(=O)c1ccc(OCC(=O)c2ccc(O)cc2O)cc1
i	i	1.7	Cc1ccc(NC(=O)Nc2ccc3c(c2)C(=O)OC3)cc1Cl

An excerpt from above, limited to CHT inh:
molecule	CHT inh
COc1ccccc1C(=O)NCC(=O)N1CCN(S(=O)(=O)c2ccc3c(c2)OCCO3)CC1	i
COc1ccc(CNC(=O)C2C3C=CC4(CN(Cc5cccnc5)C(=O)C24)O3)cc1 (stereo unspecified)	i
O=C(N/N=C/c1ccc[nH]1)c1ccc2c(c1)OCO2	i
CCN(CC)c1ccc(/C=N/Nc2nc(C)cc(C)n2)c(O)c1	i
CN(C)c1ccc(/C=C2\CCCCC2=O)cc1	i
COc1ccc(OC)c(CC(NC(C)=O)C(=O)NC2CCN(c3c(Cc4ccccc4)c(C)nc4ncnn34)CC2)c1 (stereo unspecified)	i
COc1ccccc1NC(=O)c1ccc(NC(=O)CSc2nncn2C)cc1	i

Next entries:
CHT inh	KCNQ2 inh	Kir21 inh	SMILES
i	i	0.36	O=C(CSc1nnc(-c2ccc(F)cc2)o1)N1CCN(C(=O)c2ccco2)CC1
i	i	1.2	Nc1ccc(C(=O)OCC(=O)N2CCOCC2)cc1[N+](=O)[O-]
i	i	-0.19	CCc1c(C2(O)CCCCC2)[nH]c2ccc(C(=O)OC)cc12
i	i	0.45	O=C(N/N=C/c1cn[nH]c1-c1ccc(F)cc1)c1ccncc1
i	i	-1.2	Cc1cc(/C=N/NC(=O)c2cccc(F)c2)c(C)n1-c1ccccc1
i	i	-1.8	Cc1[nH]c2ccccc2c1C(=O)COC(=O)C1CCC(=O)N1 (stereo unspecified)
i	i	-2.9	Cn1cnnc1Sc1nc2ccccc2nc1NS(=O)(=O)c1ccccc1
i	i	-0.25	C=CCNC(=S)N/N=C/c1cccc([N+](=O)[O-])c1
i	i	1.6	CC(C)Oc1cccc(C(=O)NC(=S)Nc2ccccc2N2CCOCC2)c1
i	i	1.4	NC(=O)CSc1nc2c(sc(=S)n2-c2ccccc2)c(=O)[nH]1
i	i	0.1	O=[N+]([O-])c1cc([N+](=O)[O-])c(Oc2cccc(Cl)c2Cl)cc1NN1CCCCC1
i	i	0.1	CCCN1CCC(N2CCN(c3ccc([N+](=O)[O-])cc3)CC2)CC1
i	i	1.4	O=S(=O)([O-])CCC[n+]1ccc(Oc2ccccc2)cc1
i	i	0.16	CC(C)c1ccc(S(=O)(=O)N2CCN(C(=O)c3cc(-c4ccccc4)n[nH]3)CC2)cc1
i	i	0.47	COc1cccc(C=Nc2ccccc2C(=O)Nc2nccs2)c1OC
i	i	-0.83	Brc1ccccc1C1N=C(c2ccccc2)NO1 (stereo unspecified)
i	i	-0.44	Cc1ccc(-n2nc3cc(C)c(NC(=S)NC(=O)/C=C/c4ccco4)cc3n2)cc1
i	i	0.3	CCCCOc1ccccc1NC(=O)CC1SC(=NCC)N(CC)C1=O (stereo unspecified)
i	i	-0.58	CCN(CC)CCNC(=O)c1cn(CCOC)c(=O)c2c1c1ccccc1n2C
i	i	-0.67	Cc1ccc(NC(=O)c2ccc(NS(=O)(=O)c3cccc4cccnc34)cc2)cc1
i	i	0.44	CCOC(=O)c1[nH]c2ccccc2c1NC(=O)CN1CCCCC1
i	i	-0.02	Cc1cc(C)nc(SCC(=O)Nc2ccc3c(c2)OCO3)n1
i	i	0.23	COc1ccccc1Nc1cc(C(=O)NCc2cccnc2)c2ccccc2n1
i	i	-0.13	Cc1cccc2c1cnn2C(=O)Nc1ccc(Br)cc1F
i	i	0.03	COc1ccc(/C=C2\CCCC3C2=NN(C(=O)c2scnc2C)C3c2ccc(OC)cc2)cc1 (stereo unspecified)
i	i	0.48	Fc1ccc(F)c(CNc2ncnc3cc(Cl)ccc23)c1
i	i	0	COc1ccc(C(=O)NC2CCN(C(=S)Nc3cccc(C)c3)CC2)cc1
i	i	2.2	COC(=O)CCC(=O)c1oc2ccccc2c1NC(=O)CCCN1C(=O)c2ccccc2C1=O
i	i	-0.44	CCCCCCCc1ccc(-c2ccc(O)cc2)nc1
i	i	-0.74	COc1ccccc1CNC(=O)C(C)Oc1ccccc1 (stereo unspecified)
i	i	-0.04	CCCCOc1cccc(C(=O)N(Cc2ccccc2)C2CCS(=O)(=O)C2)c1 (stereo unspecified)
i	i	0.5	COC(=O)N/N=C/c1ccc(OC(=O)c2ccco2)c(OC)c1
i	i	0.69	O=C(Nc1ccc(Cl)cc1)c1cccc(OC(=S)N2CCOCC2)c1
i	i	-0.01	CCCn1nnnc1COc1ccc(C(N)=O)cc1
i	i	-0.65	O=C(Nc1cc(C(F)(F)F)ccc1F)C1CCCC1
i	i	0.45	C=CCn1c(=N)n(CC(O)c2ccco2)c2ccccc21 (stereo unspecified)
i	i	0.81	CCOc1ccccc1C(=O)Nc1cccc(-c2nnc(-c3ccccc3)o2)c1
i	i	0.02	CC(C)[C@@H](C(=O)NCC1CCC(C(=O)O)CC1)n1nnc2ccccc2c1=O (stereo partly specified)
i	-7.4*	0.16	COc1cc(C(=O)Nc2ccccc2N2CCCCC2)cc(OC)c1OC
i	i	-0.65	Cc1cc(-c2csc(NC(=O)c3cccc(S(=O)(=O)N(C)C)c3)n2)c(C)n1-c1ccccc1
i	i	-0.28	Cc1nc2ccccc2c(=O)n1NC(=O)C1CC1
i	i	-0.19	COc1ccc(CCC(=O)NC2CCCCC2)cc1
i	i	0.8	COc1ccc(Oc2nc(Oc3ccc(OC)cc3)nc(Oc3ccc(OC)cc3)n2)cc1
i	i	1.6	COc1ccc(OC)c(NC(=O)c2nnn(Cc3ccc(Br)cc3F)c2N)c1
i	i	-0.06	CCn1c(SCC(=O)Nc2nc3ccc(C)cc3s2)nc2c(c1=O)SC(C)C2 (stereo unspecified)
i	i	-1.3	O=C(Cn1cnc2ccccc2c1=O)c1ccc(Br)cc1
i	i	1.6	CCOc1cc(N2CCOCC2)c(OCC)cc1NC(=O)CSc1cccc[n+]1[O-]
i	i	2.2	Cn1ncc(Br)c1C(=O)Nc1ccc(Cl)cn1
i	i	-1	COc1cc(CNC(C)c2ccccc2)cc(Br)c1OCc1ccccc1 (stereo unspecified)
i	i	1.1	O=C(COc1ccc(Br)cc1)N1CCN(S(=O)(=O)/C=C/c2ccccc2)CC1
i	i	-0.15	CCOc1ccc(NC(=O)C(CC)NC(=O)c2ccccc2CO)cc1 (stereo unspecified)
